# NR2E3 ag-1: inhibitors of NR2E3-RetCOR corepressor binding, primary screen, NR2E3 agonist project, biochemical, TR-FRET, GST-NR2E3, biotin-RetCOR. Photoreceptor-specific nuclear receptor (Homo sapiens), Q9Y5X4. 1536-well. inhibition of corepressor binding, % at 4.78 µM. hit rate 0.12% among 320,000. AID 2300, 2010;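 active = percent inhibition above the cutoff of mean plus 3 SD of all tested compounds, set per screening campaign, cut at about 20% in these data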;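 also: 0% = DMSO wells and 100% = biotin wells as full block of FRET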
# Target sequence (Q9Y5X4 whole entry, looked up): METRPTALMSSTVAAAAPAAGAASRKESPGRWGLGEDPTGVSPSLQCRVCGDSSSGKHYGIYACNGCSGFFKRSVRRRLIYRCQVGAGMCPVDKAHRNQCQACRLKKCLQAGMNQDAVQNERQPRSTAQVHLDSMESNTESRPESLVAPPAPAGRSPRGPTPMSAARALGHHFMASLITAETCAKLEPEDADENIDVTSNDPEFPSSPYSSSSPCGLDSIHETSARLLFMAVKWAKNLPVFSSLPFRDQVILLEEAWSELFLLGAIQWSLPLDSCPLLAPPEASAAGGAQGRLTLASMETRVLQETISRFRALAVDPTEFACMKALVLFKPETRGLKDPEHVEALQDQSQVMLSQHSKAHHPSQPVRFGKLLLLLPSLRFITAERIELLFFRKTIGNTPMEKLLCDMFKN
#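 Format: 1536-well format; test system: GST-NR2E3 and biotin-RetCOR proteins; read-out basis: percent inhibition of TR-FRET ratio; timing: 5 h incubation at 4 °C; detection: time-resolved FRET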
# TWEAK Fn14 block: inhibitors of TWEAK-Fn14 signaling, primary screen, luciferase reporter cells, uHTS; TWEAK-stimulated Fn14 reporter cells, luciferase luminescence, 8 h; inhibition, % at 10 µM; hit rate 2% among 360,000; AID 1159606, 2016; in the data active = inhibition above about 50%
# KKLEB tox: cytotoxicity in KKLEB CF airway cells, primary screen, cytotoxicity control for CF NF-kB inhibitor project, cell-based, uHTS, fluorescence assay plates; AID 602141, 2011; activity change (cytotoxicity), % at 5 µM; hit rate 0.36% among 360,000; KKLEB CF airway cells viability, ATPlite luminescence, overnight; stronger effect = lower value; cells stimulated with P. aeruginosa culture filtrate;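 active = corrected activity change at or below -50% at 5 µM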
# NR2E3 ag-2: NR2E3 agonists in two-hybrid cells, primary screen, cell-based, luminescence, CHO-S, Gal4-NCOR/VP16-NR2E3; hit rate 0.35% among 360,000; luciferase; AID 602229, 2012; Photoreceptor-specific nuclear receptor (Homo sapiens), Q9Y5X4; inhibition of corepressor binding, % at 3.98 µM;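 active = inhibition above the mean of all tested compounds plus 3 SD, cut at about 70% in these data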;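 also: 0% = DMSO with NR2E3 transfected cells and 100% = cells lacking NR2E3 construct; higher means lower luciferase signal from less NR2E3 corepressor binding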
# aDG glyco up: activators of alpha-DG glycosylation, primary screen, uHTS, Pro5-aDG cells, AlphaScreen; alpha-DG glycosylation AlphaScreen (IIH6); 0% Pro5, 100% B10-LARGE cell signal; activation, % at 10 µM; hit rate 0.22% among 360,000;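 active = activation of at least 8% versus controls, or a plate z-score of at least 8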;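 also: Pro5 are CHO cells carrying HIG-tagged alpha-DG that lacks glycosylation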
# Shn3 3UTR inh: reduction of Shn3 3'UTR firefly luciferase signal, primary screen, Schnurri-3 inhibitor project, cell-based, Clone20 osteoblasts, set 2; Clone20 osteoblast Shn3 3'UTR firefly luciferase, 24 h; inhibition, % at 12.5 µM; hit rate 0.52% among 360,000; AID 588674, 2011;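 active = mean inhibition of at least 75% with every replicate also reaching 75%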;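 also: 0% = median of neutral control wells and 100% = pilot-screen positive control compound; some compounds past the cut are filed as inactive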
# CF NFkB inh: inhibitors of PAF-induced NF-kB signaling, primary screen, cell-based, GFP fluorescence, uHTS. KKLEB NF-kB-GFP reporter, GFP fluorescence overnight. inhibition, % at 5 µM. hit rate 0.86% among 360,000. AID 588850, 2011;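 active = at least 50% inhibition at 5 µM, scaled per plate between neutral and stimulator controls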;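 also: PAF is a Pseudomonas aeruginosa culture filtrate used as stimulus; plate controls were PAF-stimulated DMSO wells for no effect and unstimulated DMSO wells for full effect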
# TRPM1 prom inh: inhibitors of MITF-dependent TRPM1 promoter reporter, primary screen, cell-based, SK-MEL-5, single point, luciferase. hit rate 0.83% among 330,000. AID 488899, 2010. SK-MEL-5 TRPM1 promoter luciferase, 24 h. inhibition, % at 12.5 µM;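 active = mean inhibition across replicates of 60% or more, whatever share of single replicates reaches that level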; also: values of inactives mirror those of a sister screen read the other way
# Peg3 promoter: Peg3 promoter-driven luciferase inhibitors, primary screen, cell-based, HeLa, luciferase luminescence; HeLa PEG-Prom luciferase reporter, overnight; inhibition, % at 20 µM; hit rate 1.7% among 360,000;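 active = inhibition of at least 50% at 20 µM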
# HIF-2a block: HIF-2a reporter inhibitors, primary screen, luminescence, 786-0 RCC cells; hit rate 0.72% among 360,000; AID 624352, 2012; 786-0 RCC cells HIF-2a reporter, luciferase luminescence, overnight; inhibition, % at 18.8 µM;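 active = inhibition of the luminescence signal of 40% or more relative to plate controls, in a single-dose primary screen at 18.75 µM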
# hiPSC survival: enhancers of single-cell hiPSC survival, primary screen, ATPlite luminescence | AID 602274, 2012 | survival enhancement, % at 20 µM | hit rate 0.044% among 360,000 | 100% = ROCK inhibitor wells, 0% = DMSO; in the data active = survival enhancement above about 18%;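 also: cells exposed to compounds for 16 hours before the ATP read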
# Numbers without * were called inactive; x = not tested or not shown.
# Start of the data: the first 12 entries, ahead of the listing:
entry	Molecule	NR2E3 ag-1	TWEAK Fn14 block	KKLEB tox	NR2E3 ag-2	aDG glyco up	Shn3 3UTR inh
1	CCOc1ccc(NC(=O)N2CCC(c3ccc(C)cc3)C2)cc1 (centres undefined)	0	-13	-1	-24	0.4	-1
2	CCOC(=O)c1c(C)[nH]c(C(=O)COC(=O)/C=C/c2ccc(OC(F)F)cc2)c1C	-2	-21	8	10	-0.3	-1
3	Cc1c(C)n(CCc2ccccc2)c2ncnc(NCCO)c12	1	8	6	-160	0.0	-43
4	Cc1cc(O)c(/C=N/OCc2ccc(Cl)cc2Cl)c(=O)o1	2	4	-2	-5	0.2	-15
5	COC(=O)c1ccc(S(=O)(=O)NNC(=O)c2ccc(S(=O)(=O)N3CCCCC3)cc2)cc1	1	3	-5	8	-0.2	4
6	CN(CC(=O)Nc1ccc(Cl)c(Cl)c1)CC(=O)N1CCc2ccccc21	x	-25	-3	22	-0.2	5
7	Cc1cccc(Nc2c([N+](=O)[O-])cc(C(=O)N3CC(=O)Nc4ccccc43)cc2[N+](=O)[O-])c1	2	-5	4	5	0.2	8
8	Cc1onc(-c2ccccc2)c1C(=O)Nc1ccc(S(=O)(=O)N2CCOCC2)cc1	0	-10	-3	-8	0.1	-2
9	CCOc1ccc(C(=O)OCC(=O)c2c(N)n(C)c(=O)n(C)c2=O)cc1OCC	1	-12	-14	0	-0.1	-1
10	N#CCCn1c(C2CCCCC2)nc2ccccc21	-4	25	8	8	0.0	0

entry	CF NFkB inh	TRPM1 prom inh	Peg3 promoter	HIF-2a block	hiPSC survival
1	6	-4	-111	-179	0.7
2	11	5	2	20	0.4
3	-18	-135	-278	-208	-0.3
4	9	1	8	11	-0.6
5	-5	13	10	12	-1.9
6	11	x	16	-31	1.5
7	9	-16	15	17	1.4
8	14	8	11	12	-0.2
9	-4	3	18	9	7.4
10	9	-1	8	17	2.2

entry	Molecule	NR2E3 ag-1	TWEAK Fn14 block	KKLEB tox	NR2E3 ag-2	aDG glyco up	Shn3 3UTR inh
11	c1ccc(-c2cc3nc(NCC4CC4)nc(NCC4CCCCC4)c3s2)cc1	x	56*	-84*	23	3.2	88*
12	COc1ccc(C2CC(=O)c3cnc(NC(=O)c4ccccc4OC)nc3C2)c(OC)c1 (centres undefined)	2	-15	-9	-9	0.1	5

entry	CF NFkB inh	TRPM1 prom inh	Peg3 promoter	HIF-2a block	hiPSC survival
11	82*	x	93*	16	-4.1
12	2	31	19	13	-1.1

# This part in full, previewed entries included:
entry	Molecule	NR2E3 ag-1	TWEAK Fn14 block	KKLEB tox	NR2E3 ag-2	aDG glyco up	Shn3 3UTR inh
1	CCOc1ccc(NC(=O)N2CCC(c3ccc(C)cc3)C2)cc1 (centres undefined)	0	-13	-1	-24	0.4	-1
2	CCOC(=O)c1c(C)[nH]c(C(=O)COC(=O)/C=C/c2ccc(OC(F)F)cc2)c1C	-2	-21	8	10	-0.3	-1
3	Cc1c(C)n(CCc2ccccc2)c2ncnc(NCCO)c12	1	8	6	-160	0.0	-43
4	Cc1cc(O)c(/C=N/OCc2ccc(Cl)cc2Cl)c(=O)o1	2	4	-2	-5	0.2	-15
5	COC(=O)c1ccc(S(=O)(=O)NNC(=O)c2ccc(S(=O)(=O)N3CCCCC3)cc2)cc1	1	3	-5	8	-0.2	4
6	CN(CC(=O)Nc1ccc(Cl)c(Cl)c1)CC(=O)N1CCc2ccccc21	x	-25	-3	22	-0.2	5
7	Cc1cccc(Nc2c([N+](=O)[O-])cc(C(=O)N3CC(=O)Nc4ccccc43)cc2[N+](=O)[O-])c1	2	-5	4	5	0.2	8
8	Cc1onc(-c2ccccc2)c1C(=O)Nc1ccc(S(=O)(=O)N2CCOCC2)cc1	0	-10	-3	-8	0.1	-2

entry	CF NFkB inh	TRPM1 prom inh	Peg3 promoter	HIF-2a block	hiPSC survival
1	6	-4	-111	-179	0.7
2	11	5	2	20	0.4
3	-18	-135	-278	-208	-0.3
4	9	1	8	11	-0.6
5	-5	13	10	12	-1.9
6	11	x	16	-31	1.5
7	9	-16	15	17	1.4
8	14	8	11	12	-0.2

# Continued.
entry	Molecule	NR2E3 ag-1	TWEAK Fn14 block	KKLEB tox	NR2E3 ag-2	aDG glyco up	Shn3 3UTR inh
9	CCOc1ccc(C(=O)OCC(=O)c2c(N)n(C)c(=O)n(C)c2=O)cc1OCC	1	-12	-14	0	-0.1	-1
10	N#CCCn1c(C2CCCCC2)nc2ccccc21	-4	25	8	8	0.0	0
11	c1ccc(-c2cc3nc(NCC4CC4)nc(NCC4CCCCC4)c3s2)cc1	x	56*	-84*	23	3.2	88*
12	COc1ccc(C2CC(=O)c3cnc(NC(=O)c4ccccc4OC)nc3C2)c(OC)c1 (centres undefined)	2	-15	-9	-9	0.1	5
13	COc1ccccc1C(=O)NCC(=O)OC(C)C(=O)NC1CCCCC1C (centres undefined)	2	-1	7	7	0.0	-4
14	COc1cc(NC(=O)c2cccs2)c(C(=O)OCC(=O)NC(C)c2ccccc2)cc1OC (centres undefined)	2	-6	-5	-14	0.0	1
15	COC(=O)c1cc(C(=O)Nc2ccc(S(N)(=O)=O)cc2)cc([N+](=O)[O-])c1	2	16	20	-29	1.1	4
16	COc1ccc(/C=C(\NC(=O)c2ccc(OC)c(OC)c2)C(=O)N2CCN(C)CC2)cc1	-1	10	2	-9	-0.1	3

entry	CF NFkB inh	TRPM1 prom inh	Peg3 promoter	HIF-2a block	hiPSC survival
9	-4	3	18	9	7.4
10	9	-1	8	17	2.2
11	82*	x	93*	16	-4.1
12	2	31	19	13	-1.1
13	-14	2	9	11	-0.4
14	-40	-6	3	2	-3.2
15	-25	0	12	20	0.2
16	-4	-7	0	3	-0.4

# Next results
entry	Molecule	NR2E3 ag-1	TWEAK Fn14 block	KKLEB tox	NR2E3 ag-2	aDG glyco up	Shn3 3UTR inh
17	O=C(Nc1ccccc1N1CCOCC1)c1cccnc1	-2	5	8	-13	0.0	14
18	Nc1nc(-c2nc3ccccc3[nH]2)cs1	2	3	4	-96	0.1	-89
19	CCCCC[C@@H](C)N1C[C@@H](COCc2ccccc2)Oc2cc(N3CC[C@H](N(C)C)C3)ccc2S1(=O)=O	x	-9	x	-10	-0.1	x
20	CSc1cc(C)c(OCC(=O)Nc2ccc(NC(C)=O)cc2)c(C)c1	-1	-22	2	4	2.2	1
21	COc1ccc(/C=C(\NC(=O)c2ccccc2)C(=O)N/N=C/c2ccncc2)cc1	2	-15	-3	-6	-0.1	32
22	CC(=O)Nc1ccc(N/C=C/C(=O)c2ccc(C)o2)cc1	-1	-14	-15	-18	-0.2	-73
23	COC(=O)Cc1ccc2sc(-c3ccccc3)nc2c1	2	56*	-5	-36	-0.1	-12
24	C[C@H](NC(=O)[C@H]1N2C(=O)c3ccccc3C2SC1(C)C)C(=O)N1CCC[C@H]1CO (some centres undefined)	-1	-9	11	-32	-0.1	0

entry	CF NFkB inh	TRPM1 prom inh	Peg3 promoter	HIF-2a block	hiPSC survival
17	1	-3	0	21	0.3
18	-2	-33	-169	-120	-2.4
19	x	x	x	-31	-0.7
20	-5	-20	2	9	2.1
21	3	-2	1	-4	0.0
22	-6	-83	-190	-185	-1.1
23	4	-18	-113	-183	4.6
24	-3	-4	-6	12	2.2
